# TSG101-PTAP inh = blocks PTAP/TSG101 interaction to inhibit HIV-1 budding; Q99816; Fluorescence polarization, FITC-PTAP peptide / Tsg101 binding; Potency, µM (highest dose often 115 µM), for the others: top-dose activity change, negative = inhibition, usual class: inhibitors; 340,000 tested, under 10 active; active = well fitted inhibition curve with a large enough effect in the main read-out, with a control signal flat, not every such curve was filed as active; inconclusive = small, poorly fitted or top-dose-only effect, or effect the other way, or a change in a side signal; inactive = no such curve, though single readings can be large or run the other way; note: potency is the fitted concentration of half-maximal effect; % of control where 0% means no effect
#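 Steps: Tsg101 binding domain dispensed (10 uM final), compounds pinned in DMSO, FITC-labeled PTAP-motif peptide added (50 nM final); after 20 min binding at room temperature, polarization measured.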
# MLL CXXC-DNA inh = MLL CXXC-DNA interaction inhibition | Q03164 | MLL-CXXC / FITC-HOXA9 DNA fluorescence polarization | Potency, µM (top dose mostly 115 µM), for the others: top-dose activity change, negative = inhibition, hits mostly inhibitors | actives 0.037% (n = 290,000) | AID 2662; active = well fitted inhibition curve with a large enough effect in the polarisation, with a control signal flat, not every such curve was filed as active; inconclusive = small, poorly fitted or top-dose-only effect, or effect the other way, or a change in a side signal; inactive = no such curve, though single readings can be large or run the other way; the % refers to the polarisation; note: potency is the fitted concentration of half-maximal effect
#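 Fluorescence polarization: 7 uM MLL-CXXC (stock) preincubated 5 min with compounds, then 50 nM fluorescein-HOX-A9 DNA (stock) added; 30 min ambient. Buffer 50 mM Tris-HCl pH 7.5, 50 mM NaCl, 1 mM DTT, 0.05% BSA.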
# Integrin act MD = activators of alpha7 integrin expression for muscular dystrophy; actives 0.064% (n = 350,000); alpha7betagal myoblasts, beta-gal FDG fluorescence, 48 h; Potency, µM (doses to about 38.3 µM), for inactives: at the highest dose activation, usual class: activators;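 note: potency is the fitted concentration of half-maximal effect; 100% = response of the positive control SU9516; nearly all actives have a fitted effect of over 60% in size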
#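 Alpha7betagal+/- myoblasts (passage 13) were plated 16-24 hr, then exposed to compounds (1:260 dilution of DMSO stock) for 48 hours at 37C. After MPER lysis, β-galactosidase reporter activity was read as FDG fluorescence (ex 480/em 540) after 30 minutes.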
# S-ASM inh = human S-ASM enzyme inhibition; P17405; placental ASM, HMU-PC fluorogenic substrate, 60 min; Potency, µM (top dose mostly 57.5 µM), without a hit: top-dose activity change, negative = inhibition, actives largely listed as inhibitors; actives 0.006% (n = 340,000); note: potency is the fitted concentration of half-maximal effect
#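 Fluorogenic HMU-PC substrate (9 uM final) is turned over by placental ASM in 60 min at 37 C after a 10 min compound preincubation. Reaction ended by alkaline stop (pH 10), with fluorescence read at 386/447 nm.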
# A-T KAP1 phos = potential ataxia-telangiectasia treatment; AID 485349; […] A-T fibroblasts, KAP-1 phosphorylation AlphaLISA; neocarzinostatin DNA damage 30 min before lysis; actives 0.19% (n = 320,000); Potency, µM (series often up to 57.5 µM), for the others: at the highest dose activation, hits mostly activators; note: potency is the fitted concentration of half-maximal effect; % of control where 0% means no effect; nearly all actives have a fitted effect of over 45% in size
#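 hTERT-immortalized A-T patient fibroblasts ([…]), 500 cells/well in OPTI-MEM, 1% FBS, got compounds for 60 min, then NCS for 30 min at 37C. Lysates were then assayed for phospho-KAP-1 by AlphaLISA (anti-pKAP1 donor, anti-KAP1 acceptor beads), 6 hr at 25C.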
# Menin-MLL TR inh = displaces Texas Red mutant MLL peptide from human menin; O00255; Menin + Texas Red MLL mutant peptide, fluorescence polarization; Potency, µM (top dose mostly 61.6 µM), inactives show top-dose FP activity change, negative = inhibition, actives largely listed as inhibitors; actives 0.23% (n = 270,000); AID 1768; active = well fitted inhibition curve with a large enough effect in the polarisation, with a control signal flat, not every such curve was filed as active; inconclusive = small, poorly fitted or top-dose-only effect, or effect the other way, or a change in a side signal; inactive = no such curve, though single readings can be large or run the other way; the % refers to the polarisation; note: potency is the fitted concentration of half-maximal effect; % of control where 0% means no effect; many of its hits are not listed in these tables
# TSHR antag = blocks TSH signaling through the human TSH receptor; activity change, negative = inhibition, % at 11.5 µM; AID 504810; TSHR-expressing cells, TSH-stimulated cAMP HTRF, 2 h; stronger effect = lower value; actives 0.2% (n = 330,000);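 active = activity change below a set negative limit, meaning inhibition stronger than a set level, cut at about -70% in these data; inconclusive = activity change between two set negative limits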; note: % is set by controls: 0 for no effect and ±100 for the full control effect
#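 TSHR-expressing cells were treated with compounds, then stimulated with TSH at EC80 (4nM final) for 2 hours at 37 deg C. Cellular cAMP was measured by HTRF competition between lysate cAMP and cAMP-d2 for a cryptate-labelled anti-cAMP antibody.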
# Mito fusion yeast = inhibitors of mitochondrial division or activators of mitochondrial fusion | S. cerevisiae fusion-defective mutant growth rescue, CellTiterGlo 48 h | Potency, µM (titrated, usually from 46.1 µM), inactives show top-dose growth rescue (activation), usual class: activators | actives 0.23% (n = 320,000) | AID 485298;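 note: potency is the fitted concentration of half-maximal effect; % of control where 0% means no effect; nearly all actives have a fitted effect of over 45% in size; temperature-sensitive fusion mutants such as fzo1-1 at 37 °C on non-fermentable ethanol glycerol medium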
#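 S. cerevisiae fusion-defective temperature-sensitive mutants (e.g. fzo1-1, mgm1-5) grown 48 h at 37C in YPEG (ethanol/glycerol non-fermentable) medium with 23 nl compound per well; growth rescue read as CellTiterGlo luminescence.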
# TCR activator = activates T cell receptor signaling | Potency, µM (top dose mostly 9.22 µM), for the others: at the top dose activation of IL-2 secretion, actives largely listed as activators | primary human leukocytes, anti-CD3, IL-2 HTRF, 48 h | 330,000 tested, under 10 active; note: % of control where 0% means no effect
#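 Primary human leukocytes incubated 48 hr with anti-CD3 beads plus compound, without co-stimulation. Secreted IL-2 measured by HTRF (europium cryptate/d2 anti-IL-2 pair, 320 nm excitation, 665 nm emission).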
# MBNL1-CUG inh = blocks human MBNL1 binding to CUG repeat RNA. TR-FRET MBNL1-His/biotin-(CUG)12 binding, 665/545 ratio. Q9NR56. AID 2675. actives 0.036% (n = 280,000). Potency, µM (top dose mostly 57.5 µM), without a hit: at the highest dose activity change, negative = inhibition, hits mostly inhibitors; active = well fitted inhibition curve with a large enough effect in the signal ratio, with a control signal flat, not every such curve was filed as active; inconclusive = small, poorly fitted or top-dose-only effect, or effect the other way, or a change in a side signal; inactive = no such curve, though single readings can be large or run the other way; the % refers to the signal ratio; note: potency is the fitted concentration of half-maximal effect; % is set by controls: 0 for no effect and ±100 for the full control effect
#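 MBNL1-His + Biotin-(CUG)12, cpd titration 92 nM–58 uM; Tb anti-His Ab 0.055 ng/ul, SA-XL665 5 nM (final); 60 min RT; ratiometric 665/545 nm, Ex 340 nm; normalized to buffer and full-complex controls.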
# Starred values were filed as active, the others as inactive; ? = inconclusive; nt = no result given; [ ] = another dose, or the depositor's remark. Unless noted, calls come from the whole dose curve; as a rule, active = well fitted curve in the direction sought with a large enough effect; inconclusive = small, poorly fitted or top-dose-only effect, or another doubt; inactive = no such curve, though single readings can be large; an effect the other way counts as inactive or inconclusive. A portion of the library. The share of hits here may be higher or lower than overall.
canonical_smiles	TSG101-PTAP inh	MLL CXXC-DNA inh	A-T KAP1 phos	S-ASM inh	Menin-MLL TR inh	Mito fusion yeast	MBNL1-CUG inh	Integrin act MD	TCR activator	TSHR antag
O=C(Nc1ccccc1)N1CCCC(c2nc(-c3cccs3)no2)C1 (stereo not drawn)	-7%	9%	-2%	-5%	11%	12%	0%	1%[7.66 µM]	-4%	-5
CN(C(=O)c1ccncc1)c1nnc(-c2ccccn2)s1	-5%	2%	-2%	4%	-14%	-1%	9%	0%	-2%	0
CCOc1cccc(C(=O)Nc2cccc(C(=O)NCC(C)C)c2)c1	1%	8%	0%	-4%	-8%	-22%	-15%	-14%	-1%[46.1 µM]	5
Clc1ccc2nc(C3CCN(Cc4nnnn4C4CCCCC4)CC3)[nH]c2c1	-4%	0%	nt	3%	-6%	0%	-10%	-11%	-6%[46.1 µM]	-12
O=C(c1ccc(-c2ccccc2)cc1)N1CCN(C(=O)c2ccco2)CC1	-2%	4%	3%	0%	-4%	4%	-10%	-27%	-6%	23
NS(=O)(=O)c1ccc(Sc2ccc3c(c2)CCC3)nc1	-3%	4%	0%	-16%	-8%	22%	0%	-1%	-3%	-8
OCCCNc1c2c(nc3cc(-c4ccc(Cl)cc4)nn13)CCC2	-7%	6%	1%[11.5 µM]	-7%	34%[activator]	14µM*	86%[activator]	-11%	2%	-7
O=C(N/C(=C/c1ccc2c(c1)OCO2)C(=O)N1CCOCC1)c1cccs1	1%	2%	0%	-3%	-4%	1%	-2%	20%	nt	0
O=C(NC1CCCC1)C1C2C=CC3(CN(Cc4cccs4)C(=O)C13)O2 (stereo not drawn)	-4%	4%	20%	2%	-5%	1%	-17%	-9%	1%	-3
Cc1ccc(-n2nc(-c3cccnc3)cc2C(=O)N2CCOCC2)c(C)c1	-5%	20%	7%	1%	-3%	0%	-1%	-33%	1%	5
CCc1nnc(NC(=O)c2nc3nccc(C)n3n2)s1	-1%	-6%	10%	3%	-15%	7%	-2%	24%	-5%	-2
O=C(c1cccc(C(F)(F)F)c1)N1CCC(O)(CS(=O)(=O)Cc2ccccc2)CC1	-1%	0%	3%	-1%	9%	3%	-1%	-16%	-1%	-17
COc1ccc(OC)c(S(=O)(=O)N2CCC(C(=O)NCCc3ccc(OC)c(OC)c3)CC2)c1	1%	1%	8%	5%	1%	-3%	-3%	-22%	2%	-2
CC1(C)OC(=O)CC1C(=O)NCc1ccccc1 (stereo not drawn)	-2%	4%	3%	-2%	5%	-5%	0%	25%	-3%	13
CCN(CC)c1ccc(NC(=O)COC(=O)c2cccs2)cc1	-4%	11%	-7%	-1%	-2%	-5%	10%	-3%	4%	4
Cc1ccc(CN2CN(S(=O)(=O)c3cccs3)c3nc4ccccc4nc32)cc1	0%	-5%	6%	6%	?	2%	14%	4%	-4%	10
O=C(Nc1ccc(Cl)cc1)c1nc[nH]c1C(=O)NCc1ccccc1	-3%	nt	5%	-24%	nt	7%	nt	0%	-3%	-33
O=C(O)c1ccc(-n2nnnc2Oc2cccc3cccnc23)cc1	-3%	11%	0%	5%	nt	-1%	0%	-4%	-5%	4
N#Cc1ccccc1NC(=O)COC(=O)CCc1ccccc1	3%	13%	6%	4%	-4%	0%	-8%	6%	0%	-3
Cc1cc(C(=O)NCc2ccc3c(c2)OCO3)n(-c2ccccc2)n1	-4%	4%	4%	-1%	-1%[11.7 µM]	-1%	1%	13%	0%	-5
Cc1ccc(SC(CC(=O)c2ccc(F)cc2)C(=O)O)cc1 (stereo not drawn)	1%	-4%	?	2%	?	0%	0%	24%	-6%	-35
O=C(NCc1cccs1)c1cccn2c(=O)c3sccc3nc12	-10%	-8%	3%	235%[activator]	-25%	6%	5%	28%	4%	-1
CS/C(N)=N/N=C/c1cc(C)ccc1O	-3%	7%	-16%	44%[activator]	nt	0%	2%	3%	4%	4
COc1ccc(C2(c3ccc(OC)cc3)NC(=O)N(CC(=O)Nc3ccc(OC(F)F)cc3)C2=O)cc1	-7%	0%	3%	-14%	nt	0%	3%	-47%[inhibitor]	-3%	-22
O=C1CCCN1CN(C(=O)c1ccccc1)c1ccc(F)cc1	0%	-2%	0%	5%	?	0%	-8%	4%	0%	-2
COc1ccc(-c2[nH]n(-c3ccc([N+](=O)[O-])cc3)c(=O)c2C=NCc2ccncc2)cc1	-3%	7%	6%	-8%	6%	6%	nt	-2%	-8%[46.1 µM]	8
COc1ccc(C2CC(c3ccc(C)o3)=NN2C(C)=O)cc1 (stereo not drawn)	0%	-1%	5%	3%	-17%	0%	15%	-6%	-4%[46.1 µM]	7
NS(=O)(=O)c1ccc(NC(=O)CSc2nc3ccccc3n2-c2ccccc2)cc1	-12%	0%	5%	-21%	16%	-6%	-1%	37%	3%[46.1 µM]	-8
CC(C)N1CCC(N2CCN(Cc3nc4ccccc4s3)CC2CCO)CC1 (stereo not drawn)	-7%	14%	-32%	7%	nt	0%	0%	-8%	-5%	0
COCc1c(C(=O)NC2CCCCCC2)oc2ccccc12	-4%	-11%	-1%	-2%	?	-3%	3%	-27%	0%	-10
CCOc1ccc(C(=O)NC(=S)Nc2ccc(NC(=O)C(C)C)cc2)cc1[N+](=O)[O-]	3%	8%	-5%	-2%	25%	-2%	1%	4%	0%[46.1 µM]	3
CSc1nnc(NC(=O)c2nc(S(=O)(=O)Cc3ccccc3F)ncc2Cl)s1	3%	?	-3%	-6%	nt	-21%	10%	-72%[inhibitor]	-2%	-46
Cc1c(-c2ccccc2)sc(N)c1C(=O)N1CCOCC1	0%	2%	5%	32%[activator]	-9%	0%	16%	23%	-21%	-11
COc1ccc(N=Nc2[nH]c3ccc(C)cc3c2O)cc1	2%	5%	-4%	2%	?	1%	nt	4%	-1%	1
O=C(Cc1cccc(C(F)(F)F)c1)Nc1cccc(S(=O)(=O)N2CCCC2)c1	-4%	?	2%	-3%	?	-6%	3%	-16%	4%	-9
COC(=O)c1c(C)[nH]c(C(=O)CN2C(=O)C3CC=CCC3C2=O)c1C (stereo not drawn)	-2%	nt	-4%	-4%	nt	nt	nt	20%	20%	-11
O=C(COc1ccccc1O)NNc1ccccc1	-2%	4%	7%	5%	-25%	10%	nt	3%	1%[46.1 µM]	11
CCc1ccc(CN2CCCC(CNC(=O)c3cccc(OC)c3OC)C2)cc1 (stereo not drawn)	-6%	3%	-24%	-4%	-28%	-1%	-3%	-5%	4%	-5
CCOc1ccc(Br)cc1S(=O)(=O)N1CCCN(C)CC1	-3%	4%	13%	-4%	nt	3%	2%	?	-1%	6
CCOc1cc(/C=N/NC(=O)C(=O)NC2CC2)cc(Br)c1O	-4%	7%	-5%	-2%	-3%	0%	-3%	0%	-1%[46.1 µM]	-17
O=C(O)CCCn1cc(NC(=O)c2sc3ccccc3c2Cl)cn1	-1%	-2%	6%	0%	nt	-1%	5%	-2%	0%	-17
CSc1cccc(N/C(=N/S(=O)(=O)c2ccccc2)NN)c1	-2%	12%	0%	-2%	7%	4%	6%	?	0%	-4
CCOC(=O)C1CCN(C(c2cc3c(C)ccc(C)c3[nH]c2=O)c2nnnn2C2CCCCC2)CC1 (stereo not drawn)	-6%	0%	0%	-5%	1%	3%	77%[activator]	23%	1%	-8
Cc1cc(C)c(NC(=O)CNC(=O)c2ccc3c(=O)n4c(nc3c2)CCC4)c(C)c1	0%	nt	9%	4%	nt	-1%	nt	-1%	12%	-25
N#C/C(=C\c1ccc(F)c(F)c1)C(=O)NC1CCCCC1	0%	-1%	-3%	0%	-17%	8%	-4%	-6%	-4%[46.1 µM]	-14
CNc1ccc([N+](=O)[O-])cc1-c1nc2ccccc2[nH]c1=O	-1%	0%	5%	3%	nt	-14%	7%	-13%	0%	-5
Cc1cc(C(F)F)nn1CC(=O)Nc1cc([N+](=O)[O-])ccc1F	2%	-3%	-1%	-9%	13%	14%	27%[11.5 µM]	-38%	2%[46.1 µM]	3
COCCNC(=O)NC(=O)CN1CCCc2ccccc21	3%	4%	1%	2%	-2%	5%	nt	14%	-1%	20
CCS(=O)(=O)c1nc(S(=O)(=O)c2ccc(C)cc2)c(N2CCN(C)CC2)s1	0%	-3%	6%	2%	nt	-3%	-3%	-25%	6%	18
